Casp6 inh: caspase-6 (human) enzyme inhibition; 350,000 compounds, 0.53% hits; purified caspase-6, Z-VEID-R110 cleavage fluorescence; inhibition, % at 12.5 µM; P55212;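 active means mean inhibition across replicates at least about 35%, with every replicate also reaching that limit, limit read from the data; inconclusive means only one of the two criteria met; inactive means neither criterion met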;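 further: 0% = median of neutral control wells and 100% = no fluorescence left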
Target sequence (P55212 24-179 limits assumed): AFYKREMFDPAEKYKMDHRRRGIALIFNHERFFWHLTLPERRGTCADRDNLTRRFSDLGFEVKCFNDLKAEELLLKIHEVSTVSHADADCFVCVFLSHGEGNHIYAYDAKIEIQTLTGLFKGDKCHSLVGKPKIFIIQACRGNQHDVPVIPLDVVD
Target sequence (P55212 194-293 limits assumed): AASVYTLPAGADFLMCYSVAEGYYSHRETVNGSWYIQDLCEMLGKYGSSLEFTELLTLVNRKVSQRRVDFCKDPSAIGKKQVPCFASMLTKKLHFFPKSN
Cneo AK release: causes C. neoformans cell lysis; AID 651654; 360,000 compounds, 0.2% hits; lysis activity, % at 15 µM; adenylate kinase release luminescence, 4 h; normalised: neutral wells 0, clomiphene wells 100;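 active means mean lysis activity across replicates of at least 80%, whatever share of replicates individually reach that level; inactive means mean lysis activity below 80%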
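Material – log-phase Cryptococcus neoformans yeast cells · Input – 5 × 10^6 yeast cells/mL · Medium – fresh YPD growth medium · Doses – single compound concentration per well · Timing – static 4 h at 37 °C with compound, 1 h detection · Detection – adenylate kinase release luminescence · Read-out – signal increase indicating cell lysis · Control set – Clomiphene as positive lysis control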
miR122 inh: inhibitors of miR-122 in Huh7 cells; activation (reporter increase), % at 12.5 µM; Huh7 miR-122 Renilla luciferase sensor, 48 h; neutral wells = 0, positive control = 100; 340,000 compounds, 0.3% hits;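 active means mean replicate activation score at least 90 and every replicate individually at or above 90; inconclusive means only one of the two criteria met; inactive means neither criterion met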;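 further: higher luciferase means less miR-122 activity so hits act as miR-122 inhibitors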
PGC1a acetyl inh: modulators of PGC1a acetylation; U2OS PGC1a acetylation, AlphaScreen anti-acetyl-lysine; with virally co-expressed GCN5 acetyltransferase; inhibition, % at 15.6 µM; AID 651687; 350,000 compounds, 0.17% hits;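 active means every replicate shows inhibition of at least 40%; inconclusive means mean inhibition at least 40% but some replicate below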;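 further: 0% = neutral control wells and 100% = positive control wells; some results beyond the cut were filed as inactive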
FN deposition inh: fibronectin deposition inhibition; 350,000 compounds, 0.086% hits; inhibition, % at 12.6 µM; AH1F fibroblasts, Alexa488-fibronectin deposition fluorescence, overnight; AID 743247;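 active means mean inhibition across replicates of 30% or more, regardless of how many single replicates reach that level; inconclusive means mean under 30% yet at least half of replicates reach 30%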;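 further: positive control wells lacked labelled fibronectin entirely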
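material = AH1F fibroblast monolayer depositing Alexa488-labelled fibronectin into matrix | amount = 10000 AH1F cells/well | buffer or medium = DMEM plus 2% serum, read in PBS | incubation = 1 h cell adhesion before compound, then overnight fibronectin incubation | detection = fluorescence at 485 nm excitation, 525 nm emission | evaluation = percent inhibition as loss of matrix-bound fibronectin fluorescence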
PAX8 reporter: inhibitors of PAX8 transcriptional activity in RMG-I cells | RMG-I TPO-luciferase reporter, SteadyGlo, 24 h | inhibition, % at 12.6 µM | 360,000 compounds, 1.2% hits | AID 652154;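 active means mean replicate inhibition at least 60% with every replicate also reaching 60%; inconclusive means only one of the two criteria is met; inactive means mean below 60% and not all replicates reaching 60%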;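 further: luciferase light reporting Pax8 driven TPO promoter activity; plate controls were median of neutral control wells for no effect and mitoxantrone controls for full effect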
EWS-Fli inh: blocks EWS/Fli oncoprotein-driven transcription; A673 NR0B1-luciferase reporter, viability-normalised; inhibition, % at 12.6 µM; 350,000 compounds, 0.67% hits;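 active means mean inhibition of at least 50% after viability correction, with every replicate also passing that limit; inconclusive means mean reaches 50% but only one of two replicates passes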;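 further: firefly luciferase signal divided by Alamar Blue viability fluorescence both relative to DMSO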
LGR2 antag: blocks bursicon-induced cAMP signaling via Drosophila LGR2; 380,000 compounds, 0.35% hits; AID 720647; inhibition, % at 9.99 µM; HEK293 LGR2, CRE-luciferase, bursicon-stimulated, 4 h;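 active means drop in luminescence signal, shown as inhibition above about 50% in the replicate tests, limit read from the data, passing the limit was not always enough; inconclusive means probably only some replicates passing the limit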;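 further: agonist challenge used bursicon conditioned medium at about half maximal strength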
Numbers without * were called inactive; ? = inconclusive; nt = no result given; [ ] = another dose, or the depositor's remark.

cpd	compound	FN deposition inh	PGC1a acetyl inh	Casp6 inh	PAX8 reporter	miR122 inh	EWS-Fli inh	Cneo AK release	LGR2 antag
1	CC(=O)N(C)C[C@H]1Oc2ncc(-c3cccnc3)cc2C(=O)N([C@H](C)CO)C[C@@H]1C	2	1	0	nt	-5[16.7 µM]	-5	-5	-12
2	CCCCN(C(=O)c1cccs1)C1CCS(=O)(=O)C1 (centres undefined)	nt	nt	4	-11	1	-5	-9	-8
3	C[C@@H]1CN([C@@H](C)CO)C(=O)c2cccc(NC(=O)Nc3cccc4ccccc34)c2O[C@H]1CN(C)C(=O)Nc1ccccc1	nt	3	nt	nt	33[16.7 µM]	7	44	14
4	Cc1cc(C(=O)CN2C(=O)C(=O)N(Cc3ccccc3)C2=O)c(C)n1Cc1ccc(F)cc1	0	-3	0	38	nt	0	nt	0
5	O=C(Cn1cnc2ccccc2c1=O)Nc1nnc(SCc2ccccc2)s1	nt	-4	-2	nt	2	1	0	6
6	COc1ccc(C#Cc2ccc3c(c2)[C@@H]2[C@@H](CCN2C(=O)C2CCC2)[C@H](CO)N3)cc1	11	-12	3	nt	nt	nt	nt	6
7	O=C(Nc1ccc(NC(=O)C2CC2)nc1)c1cccs1	nt	0	nt	nt	-7	nt	-2	-28
8	O=C(NCc1cccnc1)c1cc(C2CCCCN2C(=O)c2ccccc2)on1 (centres undefined)	-1	6	-3	1	-2	-1	-3	-22
9	COc1ccc(C(c2nnnn2C(C)(C)C)N2CCN(c3nc4ccccc4s3)CC2)cc1OC (centres undefined)	nt	0	nt	nt	-3	nt	-1	-9
10	Cn1nnc(NC(=S)NC(=O)c2cccc3c(Cl)cccc23)n1	2	-11	0	-11	-2	nt	4	3
11	O=C(OCC(=O)c1ccc[nH]1)c1cncc(Br)c1	0	12	6	-20	4	-3	0	-3
12	Fc1ccc(/C=N/Nc2cc(N3CCOCC3)ncn2)cc1	2	7	-5	-35	-7	-46	0	10
13	CCOC(=O)Nc1sc2c(c1C(N)=O)CCC(C)C2 (centres undefined)	4	-6	nt	-14	1	nt	nt	4
14	CN(C)C(=O)c1cnc(Cc2c[nH]c3ccccc23)c(I)c1	3	-2	1	5	4	7	-2	-17
15	CCCCC[C@@H]1C=C(C(=O)O)[C@H](c2ccc(F)cc2)N1S(=O)(=O)c1ccc(C)cc1	2	4	6	-2	2	-3	22	-35
16	CC(C)NC(=O)Nc1ccc2c(c1)C(=O)N([C@@H](C)CO)C[C@H](C)[C@@H](CN(C)S(C)(=O)=O)OCCCC[C@H](C)O2	-10	1	0	18	-3[16.7 µM]	1	0	-5
17	CCCCNC(=O)C1(C)CCC(=O)N1CCOc1ccccc1 (centres undefined)	6	-9	2	13	2	-5	-2	-8
18	C[C@H](CO)N1C[C@H](C)[C@@H](CN(C)Cc2ccc(C(=O)Nc3ccccc3N)cc2)Oc2ccc(NC(=O)Nc3ccc4c(c3)OCO4)cc2CC1=O	-23	6	-2	-16	-1[16.7 µM]	31	-1	-18
19	CCCNC(=O)N(C)C[C@H]1Oc2cc(C#C[C@@H](C)O)ccc2S(=O)(=O)N([C@H](C)CO)C[C@H]1C	-8	9	0	nt	-6[16.7 µM]	-4	3	7
20	Cn1c(=O)c(-[n+]2ccccc2)c([O-])c2ccccc21	nt	-10	nt	nt	-3	nt	1	25
21	O=C(Nc1nc2c(cc3c4c(cccc42)CC3)s1)c1ccccc1Cl	8	nt	-4	-21	nt	-14	nt	-9
22	O=c1c2ccccc2nnn1CSc1nnc(COc2ccc(Cl)cc2)n1Cc1ccco1	0	2	nt	nt	-2	nt	18	nt
23	Cc1ccccc1NC(=O)Cc1nc(COC(=O)c2cc(Cl)ccc2O)cs1	-1	nt	-5	-6	-1	2	-2	-1
24	COc1ccc(CCNC(=O)c2ccc3c(c2)S(=O)(=O)N=C2CCCCCN23)cc1	-1	nt	3	-11	6	0	1	0
25	O=S(=O)(Nc1ccc(-n2cccc2)cc1)c1ccccc1	nt	-6	nt	7	41	nt	-3	nt
26	Cc1cccc(C)c1Nc1c(-c2ccc(N3CCOCC3)cc2)nc2ncccn12	0	-8	3	-7	-1	2	-1	-5
27	CC(C1CC1)N(C(=O)c1ccccc1[N+](=O)[O-])c1ccccc1 (centres undefined)	nt	nt	-2	14	5	-41	-1	29
28	CCOC(=O)CC1C(=O)NCCN1C(=O)c1cccc(OC)c1 (centres undefined)	-1	2	-4	6	-9	-3	-1	-1
29	CCN(C(=O)c1ccncc1)c1c(N)n(Cc2ccccc2)c(=O)[nH]c1=O	-3	5	-1	-15	2	-9	-1	7
30	CCSc1nnc(NC(=O)c2cccc(OCc3c(C)noc3C)c2)s1	8	10	nt	nt	-8	nt	-1	nt
31	CCOc1ccc(C(=O)CCC(=O)Nc2ccncc2)cc1	-7	2	1	1	-3	3	11	3
32	CC1CCC(NC(=O)CCC(=O)N2CC(C)Oc3ccccc32)CC1 (centres undefined)	0	0	1	-184	7	-93	2	8
33	Cc1ccc(CSCC(=O)N(C)CC(=O)Nc2cccc(F)c2)cc1	-2	nt	5	-3	-7	-2	nt	7
34	CC(C)NC(=O)N[C@H]1CC[C@@H](CC(=O)NCCN2CCCC2)O[C@H]1CO	4	2	-16	-4	nt	-2	-5	6
35	COc1ccc(NC(=O)CN(C)C(=O)c2c(C)nn(Cc3ccc(C)cc3)c2Cl)cc1	-1	-4	-2	4	2	-9	-1	-11
36	COc1ccc(OCc2cc(C(=O)N3CCSCC3)no2)c(Cl)c1	2	7	-2	-219	-1	nt	1	-60
37	COCC#Cc1cnc2c(c1)C(=O)N([C@H](C)CO)C[C@@H](C)[C@H](CN(C)S(=O)(=O)c1cccc(OC)c1)O2	nt	4	1	-22	-2[16.7 µM]	11	-10	-8
38	O=C(N[C@@H]1CCC(=O)N(CC[C@H](Sc2ccccc2)c2ccccc2)CC1)OCc1ccccc1	1	8	2	16	0	-1	0	27
39	COCCOC(=O)N1C(=O)[C@@]2(c3ccccc31)[C@H](c1ccccc1OCCO)N1[C@H](c3ccccc3)[C@H](c3ccccc3)OC(=O)[C@H]1[C@@H]2C(N)=O	nt	nt	2	12	nt	13	-1	nt
40	C[C@H]1CN([C@@H](C)CO)C(=O)c2cc(-c3cncnc3)cnc2O[C@H]1CN(C)CC1CCOCC1	-12	-1	0	4	-1[16.7 µM]	-3	-2	10
41	CCn1c(SCC(=O)c2[nH]c(C)c(C(C)=O)c2C)nnc1-c1ccncc1	nt	nt	3	nt	-2	-13	4	-1
42	CC(=O)c1cccc(N/C=C\C(=O)c2ccc(C)cc2)c1	-1	11	nt	-143	-4	nt	-7	?
43	CN1c2ccc(-c3ccccc3)cc2[C@@H]2[C@@H](CCN2S(=O)(=O)c2ccccc2F)[C@@H]1CO	6	-15	-1	10	5[16.7 µM]	-3	4	-5
44	CC(C)NC(=O)N[C@@H]1CC[C@@H](CC(=O)NCCCN(C)C)O[C@H]1CO	0	4	nt	-17	3[16.7 µM]	-9	nt	-3
45	O=C(NCc1cccs1)c1cnc2sccn2c1=O	1	3	0	-19	-8	-6	0	-4
46	CCNC(=O)Nc1ccc2c(c1)C(=O)N(C)[C@@H]1CC[C@H](CC(=O)NCc3ccc(F)cc3)O[C@H]1CO2	-12	0	-2	-3	-5[16.7 µM]	5	-11	0
47	C[C@H]1CN([C@@H](C)CO)C(=O)c2cc(/C=C/c3ccccc3)cnc2O[C@@H]1CN(C)C(=O)c1ccc(F)cc1	-2	-7	2	nt	3[16.7 µM]	7	30	-9
48	Cc1ccccc1OCCOCCN1CCCCCC1	nt	nt	-79	-4	nt	5	nt	4
49	CCOC(=O)Cn1cc(Cl)cc(C(=O)Nc2ccccc2)c1=O	1	-7	nt	-1	nt	-2	0	3
50	CC(C)CC(C(=O)NC1CCCC1)N(Cc1cccs1)C(=O)c1snc(C(N)=O)c1N (centres undefined)	3	-8	nt	5	-13	nt	-1	nt

(continued)
cpd	compound	FN deposition inh	PGC1a acetyl inh	Casp6 inh	PAX8 reporter	miR122 inh	EWS-Fli inh	Cneo AK release	LGR2 antag
51	Nc1ccc(S(=O)(=O)Nc2nc3ccccc3o2)cc1	1	15	62*	16	-1	-4	0	-4
52	Cc1nc(N)sc1-c1csc(Nc2ccc(S(N)(=O)=O)cc2)n1	12	-6	15	-6	-28	-9	-2	6
53	Cc1ccc(Oc2nc3ccccc3n3c(C)nnc23)c(C)c1	-11	-6	nt	4	-6	nt	-1	nt
54	CN(c1ccccc1)S(=O)(=O)c1cccc(NC(=O)CN2C(=O)NC3(CCCCC3)C2=O)c1	nt	-6	-1	6	7	7	0	3
55	CC(C)Cc1nn2c(=O)cc(COc3ccc(NC(=O)c4ccco4)cc3)nc2s1	-5	7	-5	-21	1	-7	3	1
56	Cc1ccccc1NC(=O)Nc1ccc2c(c1)C(=O)N(C)[C@@H]1CC[C@H](CC(=O)O)O[C@H]1CO2	-2	5	nt	2	4[16.7 µM]	-3	2	-2
57	COc1ccc(NC(=O)c2cccc(-n3c(C)ccc3C)c2)c(OC)c1	1	nt	-1	-87	nt	0	nt	-30
58	CCCCCCCCN1C(=O)[C@@H](CC(=O)NCc2cccc3ccccc23)C[C@@]2(C(=O)OC)C1=C[C@H](C(C)(C)C)O[C@@H]2C	7	nt	0	37	nt	24	nt	13
59	CCCC(=O)Nc1ccc2c(c1)C(=O)N(C)C[C@H](OC)[C@H](C)CN(C(=O)c1cnccn1)[C@@H](C)CO2	-4	17	1	nt	0[16.7 µM]	-2	-6	6
60	O=C(COC(=O)c1ccc2ccccc2c1O)NCc1ccccc1	-8	-1	-1	13	-9	2	-2	-14
61	O=C(NC(=S)Nc1ccccc1N1CCCC1)c1ccco1	-1	0	4	22	11	17	-3	nt
62	CCS(=O)(=O)N1[C@H](CO)[C@@H](c2ccccc2)C12CN(C(=O)c1ccccc1F)C2	nt	-2	-1	2	nt	9	nt	-1
63	CCOc1ccc(-c2ccc(SCc3ccccn3)nn2)cc1	8	-8	1	-94	nt	-68	nt	-68
64	C[C@@H]1CN([C@H](C)CO)C(=O)Cc2cc(NC(=O)CCCCCC(=O)Nc3ccccc3N)ccc2O[C@H]1CN(C)S(=O)(=O)c1ccc(Cl)cc1	nt	-6	nt	-10	-1[16.7 µM]	7	nt	19
65	CN(C)C(=O)c1cccc(-c2ccccc2[C@@H]2[C@H](C#N)N(C(=O)C3CC3)[C@H]2CO)c1	0	-7	0	-22	nt	4	nt	-7
66	O=C(O)C1=C[C@H](c2cccs2)C[C@H](OCCCCO)O1	-3	5	-1	15	2	4	2	8
67	C[C@@H]1CCCCO[C@@H](CN(C)C(=O)NC2CCCCC2)[C@H](C)CN([C@H](C)CO)C(=O)c2cc(NC(=O)c3ccccc3)ccc2O1	11	3	nt	21	-14[16.7 µM]	24	-17	1
68	CC(C)CN1C(=O)C(=O)N(CC(=O)c2ccc3c(c2)OCO3)C1=O	7	-10	2	-27	1	-16	-1	-17
69	COc1ccc(-n2c(Cc3cccn3C)nnc2SCC(=O)Nc2cc(C)cc(C)c2)cc1	10	nt	5	15	nt	10	-13	8
70	OCCN1CCN(CCCN2c3ccccc3CCc3ccccc32)CC1	-3	nt	-5	1	nt	-15	-1	17
71	Fc1ccc(-c2nnc(CN3CCN(c4ncc(C(F)(F)F)cc4Cl)CC3)o2)cc1	3	8	nt	0	-12	nt	8	nt

Rows were taken by chance (roughly 2.5% active in at least one column).
